# Compound activity as filed in PubChem.
# ASAP1 inh = ASAP1 ArfGAP inhibition | inhibition, % at 16.5 µM | ASAP1-stimulated ARF1 GTP hydrolysis, GDP FP detection | Q9ULH1 | hit rate 0.19% among 360,000; in the data active means inhibition above about 25%;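 further: 0% = vehicle with enzyme and substrate and 100% = no enzyme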
# MBD2 DNA inh = inhibitors of human MBD2 binding to methylated oligonucleotide; Q9UBB5; TR-FRET; inhibition, % at 4.4 µM; AID 686964; hit rate 0.31% among 370,000; in the data active means inhibition above about 13%
# proKLK7 act = activators of human kallikrein-7 zymogen | hit rate 0.9% among 370,000 | P49862 | activation, % at 7 µM | purified proKLK7, EDANS-DABCYL substrate fluorescence; 100% is mature enzyme control, 0% vehicle | AID 652039;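 active means activation above the mean of all tested compounds plus 3 SD, computed per campaign excluding outliers beyond control limits, cut at about 13% in these data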
# PLC-beta3 inh = blocks human PLC-beta3 enzyme activity | AID 720704 | inhibition, % at 12.2 µM | hit rate 0.18% among 370,000 | Purified PLC-beta3, fluorogenic substrate, fluorescence | Q01970; in the data active means inhibition above about 11%;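 further: 0% = median of compound wells on plate and 100% = full blocker control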
# Target sequence (Q01970 whole entry, looked up): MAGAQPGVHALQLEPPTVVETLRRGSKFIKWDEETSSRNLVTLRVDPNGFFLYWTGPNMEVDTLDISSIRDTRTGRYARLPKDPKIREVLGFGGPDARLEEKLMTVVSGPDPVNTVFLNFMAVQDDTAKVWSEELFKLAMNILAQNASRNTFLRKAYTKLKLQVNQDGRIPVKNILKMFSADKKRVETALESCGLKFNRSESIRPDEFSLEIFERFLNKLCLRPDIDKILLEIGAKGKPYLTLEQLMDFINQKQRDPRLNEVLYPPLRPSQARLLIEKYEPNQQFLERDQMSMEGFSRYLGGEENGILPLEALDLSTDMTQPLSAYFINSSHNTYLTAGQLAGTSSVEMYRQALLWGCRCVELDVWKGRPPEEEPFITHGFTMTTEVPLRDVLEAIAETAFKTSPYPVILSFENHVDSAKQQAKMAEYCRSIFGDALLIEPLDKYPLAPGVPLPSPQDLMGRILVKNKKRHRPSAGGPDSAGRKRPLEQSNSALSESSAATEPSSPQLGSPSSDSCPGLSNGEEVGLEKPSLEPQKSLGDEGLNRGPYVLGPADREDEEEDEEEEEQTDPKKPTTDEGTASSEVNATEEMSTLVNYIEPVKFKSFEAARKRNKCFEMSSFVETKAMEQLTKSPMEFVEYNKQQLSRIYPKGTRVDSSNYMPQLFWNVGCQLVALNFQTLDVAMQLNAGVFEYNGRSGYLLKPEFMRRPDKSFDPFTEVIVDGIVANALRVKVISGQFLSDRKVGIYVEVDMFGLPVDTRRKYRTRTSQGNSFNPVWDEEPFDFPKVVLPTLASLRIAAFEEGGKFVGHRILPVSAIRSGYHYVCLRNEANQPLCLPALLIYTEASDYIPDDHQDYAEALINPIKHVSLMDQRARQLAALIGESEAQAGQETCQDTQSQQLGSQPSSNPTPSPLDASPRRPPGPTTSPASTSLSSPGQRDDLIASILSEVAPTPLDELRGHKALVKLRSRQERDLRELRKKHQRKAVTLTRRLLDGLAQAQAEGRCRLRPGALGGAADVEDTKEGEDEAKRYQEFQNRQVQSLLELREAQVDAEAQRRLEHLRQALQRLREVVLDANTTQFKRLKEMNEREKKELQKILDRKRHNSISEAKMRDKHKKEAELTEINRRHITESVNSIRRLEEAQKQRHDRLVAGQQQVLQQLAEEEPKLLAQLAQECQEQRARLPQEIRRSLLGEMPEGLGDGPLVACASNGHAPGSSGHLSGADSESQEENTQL
# ARFGAP1 inh = inhibits rat ARF GTPase activating protein 1. Q62848. Arfgap1-stimulated ARF1 GTP hydrolysis, GDP FP detection. inhibition, % at 16.5 µM. hit rate 0.26% among 360,000. AID 651572;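 active means inhibition above a per-plate limit, mean inhibition of low control wells plus 3 SD, cut at about 25% in these data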;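 further: 0% = DMSO wells with enzyme and 100% = wells lacking Arfgap1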
#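 Assay system: purified rat His6-Arfgap1 residues 1-136 (GAP domain); Reagent: human Δ17 ARF1 bound to GTP; Dosing: 16.5 µM single point, 1.26% DMSO; Times: GTP hydrolysis reaction 2 h at 25 °C; Signal: FP, GDP Alexa 633 tracer displaced from anti-GDP antibody, 620/688 nm; Measure: % inhibition from polarization.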
# UHRF1 binding = blocks human UHRF1 binding to methylated DNA. AID 687016. inhibition, % at 4.4 µM. hit rate 0.75% among 370,000. Q96T88. UHRF1 binding to methylated oligo, TR-FRET; in the data active means inhibition above about 21%;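 further: UHRF1 SRA domain binding a hemimethylated CpG hairpin DNA probe; 0% = median of test compound wells and 100% = reference inhibitor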
# PLC-gamma1 inh = inhibitors of human phospholipase C gamma1; purified PLC-gamma1, fluorogenic substrate, fluorescence; inhibition, % at 12.2 µM; hit rate 0.84% among 370,000; in the data active means inhibition above about 9.5%
# ADAM17 inh = inhibits human ADAM17 | recombinant ADAM17, EDANS/DABCYL FRET peptide cleavage | inhibition, % at 6.95 µM | hit rate 0.83% among 370,000 | AID 720648;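 active means inhibition above the mean of compounds lying between control limits plus 3 SD, set per campaign, cut at about 8.5% in these data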;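 further: 0% = DMSO-only wells as the low control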
# DDE Tn7 FP inh = DD(E)-Tn7 binding inhibition, primary FP screen. P02675. FP displacement of FITC-Tn7 peptide from fibrin DD(E); 0% = median of compound wells per plate. inhibition, % at 8.3 µM. hit rate 0.13% among 370,000. AID 720508;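 active means inhibition above the mean of compounds falling within the control limits plus 3 SD of them, cut at about 14% in these data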;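 further: 0% = plate median of compound wells and 100% = 10 µM Aha-Tn7 peptide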
#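 Also added: labelled Tn7 tracer, 0.1 µM; Assay system: human fibrin DD(E) protein; Amount: 2 µM fibrin DD(E); Schedule: 10 min compound pre-incubation, 3 h probe incubation at room temperature; Repeats: one replicate per compound; Read-out basis: percent inhibition; Measured by: fluorescence polarization of the labelled Tn7 tracer.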
# DDE Tn6 FP inh = disrupts Tn6 cyclic peptide binding to fibrin D-Dimer-E complex. P02675. Fibrin DD(E) TRITC-Tn6 fluorescence polarization displacement. inhibition, % at 8.3 µM. hit rate 0.21% among 370,000. AID 720509;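 active means inhibition above a per-campaign cutoff: mean of compounds within control limits plus 3 SD, cut at about 15% in these data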;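 further: 0% = median of all compound wells on the plate and 100% = blocking peptide control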
# The depositor's hits bear a star; . = no result given.
SMILES,ASAP1 inh,MBD2 DNA inh,proKLK7 act,PLC-beta3 inh,ARFGAP1 inh,UHRF1 binding,PLC-gamma1 inh,ADAM17 inh,DDE Tn7 FP inh,DDE Tn6 FP inh
O=c1/c(=C/c2ccco2)sc2n1CN(c1ccccc1)CN=2,-1,-7,0.6,-13,6,-2,-10,-2,2,-2
Nc1cc(C(=O)O)ccc1Nc1ccccc1,-7,2,2.2,-94,0,0,-66,-50,-3,18*
COCCCNC(=O)CN(CCc1ccccc1)S(=O)(=O)c1ccc(C)cc1,15,4,-0.2,1,-1,-3,3,0,5,-5
Cc1ccc(C)c(N2CCN(C(=O)CCc3nc4ccccc4[nH]3)CC2)c1,14,2,0.0,1,-12,4,2,-2,5,3
Cc1ccc(S(=O)(=O)N2[C@@H](c3ccc(Cl)cc3)C(C(=O)O)=C[C@H]2C(C)(C)C)cc1,1,-1,0.5,-2,-7,-3,-3,-1,1,9
O=C(NCc1ccc(F)cc1)c1ccc(S(=O)(=O)N2CCCCC2)cc1,3,2,-0.9,-5,7,2,1,-8,6,-1
CC(=O)OCCSc1c(-c2ccccc2)c2cc(Cl)ccc2[nH]c1=O,8,-5,-0.8,-3,2,-3,-2,3,1,-3
O=C(Nc1cccc(S(=O)(=O)N2CCCCC2)c1)C1CC(=O)N(Cc2ccccc2)C1 (configuration not stated),-9,0,-0.7,-3,-1,-2,-3,-2,-2,7
O=C(Nc1ccccc1C(F)(F)F)C(O)(c1ccccc1)C1CCCCC1 (configuration not stated),8,-3,0.8,3,11,0,-2,0,-6,-3
O=C(NCc1ccccc1)C(c1cccnc1)N(C(=O)c1csnn1)c1ccc(F)cc1 (configuration not stated),10,1,0.1,-1,11,0,3,1,3,-3
COc1ccc(C(=O)NC(=S)NCc2ccco2)cc1OC,3,1,-0.3,-2,-7,-1,0,-6,-1,4
CCN(CC)C(=O)CN1C(=O)C2CCCCN2C(=O)c2ccccc21 (configuration not stated),.,-1,0.5,-5,.,4,-5,1,0,-5
CCC(Sc1nc2ccc(N)cc2s1)C(=O)Nc1nccs1 (configuration not stated),20,-1,0.2,-6,4,-1,0,3,-7,2
Fc1ccc(-c2csc3nnc(SCc4cccnc4)n23)cc1,-3,2,0.0,2,-2,-1,3,-2,-11,-2
CC(=O)Nc1ccc(NC(=O)CSc2ccc3nnc(-c4ccccn4)n3n2)cc1,13,-1,0.0,-2,0,-3,5,-1,-2,-2
CC1=C(C(=O)Nc2ccc(Cl)cc2)C(c2ccncc2)C(C#N)=C(SCC(N)=O)N1 (configuration not stated),-9,2,0.0,-1,1,3,8,4,-14,-4
CC(C)(C)OC(=O)N(Cc1ccccc1)Cc1cccc(OCc2cccc(NC(=O)c3ccccc3)c2)c1,5,1,-0.2,2,13,-2,1,-3,-3,-9
Cc1ccc(F)cc1C(=O)N1CCCC(c2cc(C(=O)NCc3ccccc3)no2)C1 (configuration not stated),22,-3,0.2,4,0,-1,2,0,-1,3
Cc1ccc(NC(=O)C2OCCc3ccccc32)cc1C (configuration not stated),-9,3,-1.0,-6,3,1,-1,-2,5,5
O=C(Nc1ccc(F)cc1)C(c1ccncc1)N1CCN(C(=O)c2ccco2)CC1 (configuration not stated),9,-3,0.4,3,7,-2,5,0,-1,-1
CCCCNC(=O)Nc1nnc(-c2ccc(Cl)cc2)o1,1,2,-1.2,1,0,-3,0,-2,-3,6
N#Cc1ccc(-c2csc(NNC(=O)c3ccccc3)n2)cc1,-4,3,-0.3,-15,-2,1,-9,1,-4,-8
CCOc1ccc(S(=O)(=O)N2CCC(C(=O)NCc3ccccn3)CC2)cc1,2,0,0.6,-10,-15,1,-1,-2,-4,2
Cc1noc2ncnc(N3CCCCC3)c12,-2,-2,0.3,-6,6,-2,0,-2,4,0
Cc1csc(N(C(=O)c2ccccc2F)c2ccccc2)n1,-7,-1,-0.3,-1,-2,0,-3,-1,4,6

# Brought forward from above: five compounds; new compounds follow.
SMILES,ASAP1 inh,MBD2 DNA inh,proKLK7 act,PLC-beta3 inh,ARFGAP1 inh,UHRF1 binding,PLC-gamma1 inh,ADAM17 inh,DDE Tn7 FP inh,DDE Tn6 FP inh
CCCCNC(=O)Nc1nnc(-c2ccc(Cl)cc2)o1,1,2,-1.2,1,0,-3,0,-2,-3,6
N#Cc1ccc(-c2csc(NNC(=O)c3ccccc3)n2)cc1,-4,3,-0.3,-15,-2,1,-9,1,-4,-8
CCOc1ccc(S(=O)(=O)N2CCC(C(=O)NCc3ccccn3)CC2)cc1,2,0,0.6,-10,-15,1,-1,-2,-4,2
Cc1noc2ncnc(N3CCCCC3)c12,-2,-2,0.3,-6,6,-2,0,-2,4,0
Cc1csc(N(C(=O)c2ccccc2F)c2ccccc2)n1,-7,-1,-0.3,-1,-2,0,-3,-1,4,6
COc1cc(C)ccc1OCCCOc1ccccc1Cl,1,2,0.0,1,2,2,3,2,0,-7
CCOC(=O)C1CC(=O)c2cc(OC)c(OC)cc2C1 (configuration not stated),-13,-1,0.3,-30,7,0,-19,-40,10,-4
C=CCn1c(SCC(=O)c2[nH]c(C)c(C(=O)OCC)c2C)nc2scc(-c3ccc(OC)cc3)c2c1=O,0,0,-1.1,0,9,-1,-2,5,5,2
Cc1ccc(N(Cc2ccc(C(=O)Nc3c(C)n(C)n(-c4ccccc4)c3=O)cc2)S(C)(=O)=O)cc1C,5,1,-0.1,3,-9,1,4,4,-8,6
Cc1c(-n2c(-c3ccccc3Cl)n[nH]c2=S)c(=O)n(-c2ccccc2)n1C,-2,5,0.7,-8,3,-1,0,-6,2,2
COc1ccc(C(=O)C2CCCN(Cc3cn(C)nc3-c3ccccc3)C2)cc1F (configuration not stated),-2,-6,-0.1,4,9,3,4,2,-10,1
COc1ccc(-c2nn(C)c(=O)c3ccccc23)cc1CNC(=O)c1ccco1,10,2,0.1,-7,0,-3,-4,-5,1,4
CC(C)c1ccc(NC(=O)CCCN2C(=S)NC(C)(C)CC2C)cc1 (configuration not stated),-1,-5,0.4,8,-9,3,1,7,10,4
COCCCNC(=O)c1cc(C(=O)Cc2ccccc2)c[nH]1,-12,-1,0.3,2,2,4,2,0,5,-2
COc1ccc(C(=O)Oc2ccc[nH]c2=O)cc1,7,5,-0.5,-2,1,3,0,-4,-1,1
c1ccc(-c2nn3c(C4CCCCC4)nnc3s2)nc1,16,1,-0.5,0,7,1,2,-1,-5,-3
CCC(=O)N1CCC1(C)C(=O)Nc1cnc2ccccc2c1 (configuration not stated),10,-5,0.2,2,6,-2,4,1,3,-4
CCCCOC(=O)Nc1ccc(C(=O)OC)cc1,5,-4,0.4,1,4,0,2,0,-1,-6
O=C(COc1ccccc1C(=O)Nc1ccccc1)NCCc1ccccc1,5,0,-0.6,-5,1,-1,0,1,-8,1
CNC(=O)c1c(O)c2cccc3c2n(c1=O)CCC3,10,4,0.1,-5,17,-2,1,-1,-3,9
Cc1ccc(-c2cc3onc(-c4ccccc4)c3c(=O)n2C)cc1,-2,3,-0.1,1,-3,15,3,-1,5,2
CC1=CC2=NC(=O)/C(=C\c3cccn3CCOc3cc(C)cc(C)c3)C(=N)N2O1,0,-1,-4.1,2,-1,-1,0,5,6,-1
CCCCN1C(=O)C(CC(=O)NCC)SC1=Nc1ccccc1 (configuration not stated),4,6,0.1,-3,-2,1,4,-1,-5,-2
CCCCOc1nc2ccccc2nc1NS(=O)(=O)c1ccc(F)cc1,-4,0,-0.5,-7,-3,4,-2,-3,1,5
Cn1c(SCc2cc(=O)[nH]c3ccccc23)nnc1-c1ccc(Br)cc1,4,10,0.3,3,-2,21,3,3,-9,-6
O=C1NC(=O)/C(=C\c2ccc(O)cc2O)S1,2,2,-0.5,-20,3,10,-10,0,-7,-5
COc1ccc(C(=O)C2CCCN(S(=O)(=O)c3ccc(C(C)=O)cc3)C2)c(C)c1 (configuration not stated),2,1,0.5,-1,-1,-1,0,2,-3,-2
CCS(=O)(=O)N1CCCC(C(=O)N2CCc3ccccc3C2)C1 (configuration not stated),11,-2,-0.6,2,2,2,-2,-6,-5,2
CCn1cc(S(=O)(=O)CC(=O)Nc2ccc(OC)cc2)c2ccccc21,4,-2,0.4,1,-6,-1,-5,1,-7,4
CS(=O)(=O)c1ccccc1-c1nc(-c2ccc([N+](=O)[O-])cc2)no1,-8,-3,0.7,3,-2,0,0,2,5,-2

# 2 of these compounds, set out differently.
Molecule | ASAP1 inh | MBD2 DNA inh | proKLK7 act | PLC-beta3 inh | ARFGAP1 inh | UHRF1 binding | PLC-gamma1 inh | ADAM17 inh | DDE Tn7 FP inh | DDE Tn6 FP inh
CNC(=O)c1c(O)c2cccc3c2n(c1=O)CCC3 | 10 | 4 | 0.1 | -5 | 17 | -2 | 1 | -1 | -3 | 9
Cc1ccc(-c2cc3onc(-c4ccccc4)c3c(=O)n2C)cc1 | -2 | 3 | -0.1 | 1 | -3 | 15 | 3 | -1 | 5 | 2

# (list continues)
SMILES,ASAP1 inh,MBD2 DNA inh,proKLK7 act,PLC-beta3 inh,ARFGAP1 inh,UHRF1 binding,PLC-gamma1 inh,ADAM17 inh,DDE Tn7 FP inh,DDE Tn6 FP inh
COC(=O)c1cc(S(=O)(=O)Nc2ccsc2C(=O)OC)oc1C,-3,-2,-0.6,-6,-8,2,-4,-3,-4,2
C=C(C)C(=O)Nc1cccc(C2=NOC3(C2)C[C@@H](C(N)=O)N(C(=O)c2cc([N+](=O)[O-])cc([N+](=O)[O-])c2C)C3)c1 (some centres not stated),0,18*,1.5,-14,-5,34*,10*,8,-2,5
Cc1ccccc1OCC(=O)N/N=C/c1cn(C)c2ccccc12,-2,-3,-0.6,-8,-6,-1,-1,-1,1,0
CCCCOC(=O)CN1C(=O)c2ccc(C(=O)OCCCC)cc2C1=O,-1,5,-0.4,4,-2,3,1,0,-4,3
CC1Oc2ccccc2N(CC(=O)N2CCCCCC2)C1=O (configuration not stated),1,-4,0.2,-2,-12,-1,3,1,-9,-1
O=C(NCc1ccc(F)cc1)c1cc(S(=O)(=O)N2CCCCC2)ccc1N1CCOCC1,19,-2,0.3,0,5,1,3,0,-2,4
COc1ccc(Cn2c(=S)[nH]c3ccsc3c2=O)cc1,0,0,0.1,3,-6,-2,-2,-2,-7,2
CC1CCCN(C(=O)COc2ccc3c(c2)OCO3)C1 (configuration not stated),-12,3,-0.2,-2,5,0,-1,0,-6,-1
CCN(C[C@H]1N[C@@](CC)(C(=O)OC)[C@H]2C(=O)N(C)C(=O)[C@@H]12)C(=O)Nc1ccc(C(F)(F)F)cc1,-1,3,-0.3,1,5,4,3,-5,4,4
Nc1cc(C(=O)c2ccccc2)ccc1N1CCOCC1,2,1,-0.8,-40,5,-4,-3,2,8,-4
NC(=O)C1(N2CCCCC2)CCN(C(=O)NC2CCCCC2)CC1,-4,-2,0.2,0,10,0,-1,-8,-4,-2
COc1cccc(CNC(=O)CN2C(=O)COc3ccc(S(=O)(=O)N4CCCC4)cc32)c1,-2,1,0.2,-2,8,6,2,-2,-1,-4
C[C@@H]1CN([C@H](C)CO)C(=O)CCCn2nncc2CO[C@@H]1CN(C)S(=O)(=O)c1cccc(C#N)c1,6,-3,-0.3,4,7,0,5,3,-6,3
N#Cc1ccc(C23CC4(C2)[C@H](CN(CC2CCCCC2)[C@@H]4c2ccccc2)C3c2ccccc2)cc1 (some centres not stated),-8,-4,-0.2,1,2,0,3,0,-1,-2
